Dicer inh: blocks human Dicer maturation of pre-miR-21; cat-ELCCA pre-miR-21 Dicer processing, chemiluminescence; active compounds read high; z-score at 25 µM; 47,000 tested, 6% active; AID 1347074; in the data active = z-score above about 3, passing the limit was not always enough;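 note: plate controls were vehicle for no effect and no enzyme for full effect; higher signal means more uncleaved substrate so more Dicer inhibition; strong numbers were not always called active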
Target sequence (Q9UPY3 whole entry, looked up): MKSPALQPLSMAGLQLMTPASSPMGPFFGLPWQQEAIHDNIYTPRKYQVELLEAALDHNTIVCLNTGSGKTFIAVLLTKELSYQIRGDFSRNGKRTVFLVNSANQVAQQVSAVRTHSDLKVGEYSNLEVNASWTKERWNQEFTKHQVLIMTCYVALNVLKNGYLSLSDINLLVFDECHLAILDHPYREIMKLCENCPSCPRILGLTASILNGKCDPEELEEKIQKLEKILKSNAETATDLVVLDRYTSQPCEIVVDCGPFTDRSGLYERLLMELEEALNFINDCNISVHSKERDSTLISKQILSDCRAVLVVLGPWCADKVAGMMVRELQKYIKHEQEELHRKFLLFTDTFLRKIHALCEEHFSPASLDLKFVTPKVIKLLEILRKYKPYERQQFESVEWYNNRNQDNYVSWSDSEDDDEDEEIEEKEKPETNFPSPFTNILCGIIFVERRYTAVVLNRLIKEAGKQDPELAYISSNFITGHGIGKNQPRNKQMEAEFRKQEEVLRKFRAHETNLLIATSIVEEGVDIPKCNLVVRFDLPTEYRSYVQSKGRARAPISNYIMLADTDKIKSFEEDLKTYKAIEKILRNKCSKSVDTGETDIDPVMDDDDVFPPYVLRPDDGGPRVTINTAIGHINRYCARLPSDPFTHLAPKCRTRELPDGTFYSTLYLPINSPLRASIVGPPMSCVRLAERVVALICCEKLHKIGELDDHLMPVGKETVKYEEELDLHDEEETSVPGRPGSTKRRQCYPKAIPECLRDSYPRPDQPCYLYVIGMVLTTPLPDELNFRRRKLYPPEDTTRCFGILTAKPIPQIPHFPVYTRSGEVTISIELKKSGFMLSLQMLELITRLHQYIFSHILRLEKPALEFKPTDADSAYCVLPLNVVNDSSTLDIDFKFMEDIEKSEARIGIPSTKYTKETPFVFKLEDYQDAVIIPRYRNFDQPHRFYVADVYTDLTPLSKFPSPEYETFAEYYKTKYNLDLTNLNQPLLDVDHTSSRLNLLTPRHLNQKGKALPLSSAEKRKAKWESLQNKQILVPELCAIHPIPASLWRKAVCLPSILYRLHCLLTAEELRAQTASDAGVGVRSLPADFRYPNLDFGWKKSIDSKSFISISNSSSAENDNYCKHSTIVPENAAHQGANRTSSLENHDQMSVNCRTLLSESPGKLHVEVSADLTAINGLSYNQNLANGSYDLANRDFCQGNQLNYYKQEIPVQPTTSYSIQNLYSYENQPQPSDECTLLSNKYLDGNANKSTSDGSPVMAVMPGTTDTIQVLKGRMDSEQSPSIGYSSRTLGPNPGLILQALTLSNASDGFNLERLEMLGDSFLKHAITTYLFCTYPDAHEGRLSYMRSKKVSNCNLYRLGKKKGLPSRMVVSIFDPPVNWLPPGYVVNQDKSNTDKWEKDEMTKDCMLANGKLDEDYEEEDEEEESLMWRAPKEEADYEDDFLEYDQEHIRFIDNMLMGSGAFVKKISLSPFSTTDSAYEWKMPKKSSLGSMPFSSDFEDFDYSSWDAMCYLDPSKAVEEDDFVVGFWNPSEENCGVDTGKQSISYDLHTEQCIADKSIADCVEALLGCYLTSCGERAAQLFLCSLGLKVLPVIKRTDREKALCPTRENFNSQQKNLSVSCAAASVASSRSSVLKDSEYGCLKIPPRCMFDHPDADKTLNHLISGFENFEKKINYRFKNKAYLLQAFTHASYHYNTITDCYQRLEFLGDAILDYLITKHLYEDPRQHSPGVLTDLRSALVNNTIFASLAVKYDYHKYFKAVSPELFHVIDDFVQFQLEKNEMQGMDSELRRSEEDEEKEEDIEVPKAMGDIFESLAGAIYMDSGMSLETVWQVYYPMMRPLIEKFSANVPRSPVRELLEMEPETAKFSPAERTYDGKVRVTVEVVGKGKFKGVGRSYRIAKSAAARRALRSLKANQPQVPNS
* = called active by the depositor. A portion of the library, so the mix of outcomes need not match the whole.

SMILES	Dicer inh
Clc1ccc(CSc2nnc(-n3cccc3)s2)cc1	1.9
CCN(CC)CCCNc1oc(-c2ccc(OC)cc2)nc1C#N	-0.22
CCn1c(SCC(=O)c2ccccc2)nnc1-c1oc2nc(-c3ccccc3)cc(-c3ccco3)c2c1N	-1.6
Cc1ccc(CN2CC34C=CC(O3)C(C(=O)OC(C)C)C4C2=O)cc1 (stereo not drawn)	0.5
O=C(c1sc2ccccc2c1Cl)N(c1cccc(Cl)c1)c1nc2ccccc2s1	1.8
CN(C)NC(=O)NC(=O)c1ccc(Oc2ccc(Cl)cc2)c([N+](=O)[O-])c1	6.2
C#CCOC(=O)c1cccc(CSC(=N)N)c1	-1.5
O=C(c1nc(SCc2cccc(F)c2)n2ccccc12)C(F)(F)F	0.76
CC1=C(C(=O)Nc2cc(C)ccn2)C(c2ccc(Br)cc2)C2=C(CC(C)(C)CC2=O)N1 (stereo not drawn)	0.96
CN(C)c1cc(Nc2ccccc2)c2c(=O)n(C)c(=O)n(C)c2n1	0.5
CCCn1c(=O)c2[nH]cnc2n(-c2ccc(Cl)cc2)c1=O	1.7
O=[N+]([O-])c1cc(C2SCCS2)ccc1Sc1ccc(C(F)(F)F)cn1	1.4
O=C(O)/C=C/NNC(=O)c1ccc([N+](=O)[O-])cc1	-0.14
COC(=O)C(O)(c1ccc(N(C)C(=O)Nc2ccc3ccccc3c2)cc1)C(F)(F)F (stereo not drawn)	-0.18
Clc1ccc(C2=Nn3c(nnc3-c3cccnc3)SC2)cc1	-0.73
S=c1[nH]c(-c2ccc(Cl)cc2)cn1-c1ccccc1	0.46
Cc1nnc(Sc2c(-c3ccccc3)c3ccc(Cl)cc3[nH]c2=O)s1	-1.6
COc1ccc(OC)c(NC(=O)Cn2cc(C(=O)C3CC3)c3ccccc32)c1	0.03
Cc1ccc(-c2cc3nccc(-c4ccccc4O)n3n2)cc1	3*
O=C1C(Oc2ccccc2)C(c2cccs2)N1Cc1ccc2c(c1)OCO2 (stereo not drawn)	0.09
CCOC(=O)CCC(C#N)(c1cccs1)N1CCOCC1 (stereo not drawn)	0.02
Cn1ncc(NC(=O)O/N=C(\N)c2cc(C(F)(F)F)cc(C(F)(F)F)c2)c1-n1cccc1	-1
COc1ccc(NC(=S)NCCCC2C=NNC2=O)cc1 (stereo not drawn)	0.41
O=C(NNc1nccc(C(F)(F)F)n1)c1cc(C(F)(F)F)cc(C(F)(F)F)c1	0.69
COC(=O)C1=C(C)NC2=C(C(=O)CC(C)(C)C2)C1c1ccc(OC(C)=O)c(OC)c1 (stereo not drawn)	-2.4
CCOC(=O)c1c(NC(=O)c2ccncc2)sc2c1CC(C)(C)OC2	1.9
CCCc1[nH]nc2c1C(c1ccc(O)c(OCC)c1)C(C#N)=C(N)O2 (stereo not drawn)	-3.8
Cc1ccc2nsnc2c1S(=O)(=O)N1CCCC1C(=O)O (stereo not drawn)	-1
CC1SC(=S)N(c2ccc(N(C)C)cc2)C1=O (stereo not drawn)	-0.57
COc1ccc(C(C)=O)cc1CSc1nccc(=O)[nH]1	2.9
Cc1ccc(C(=O)NC2(O)C(=O)c3ccccc3C2=O)cn1	-5.2
COCCOC(=O)C1=C(C)NC2=C(C(=O)CC(c3cccs3)C2)C1c1ccc(F)cc1 (stereo not drawn)	0.04
CCOc1ccc2nc(NC3=NCN(CC4CCCO4)CN3)nc(C)c2c1 (stereo not drawn)	-0.19
CC(=O)Oc1ccc2oc(C)c(C(=O)O)c2c1	0.72
CCS(=O)(=O)c1ccc(O)c(NC(=O)c2nccnc2C(=O)O)c1	1
COc1ccc(C2CC(c3ccc(Br)cc3)=NN2C(=O)CCCC(=O)O)cc1OC (stereo not drawn)	0.45
Cc1ccc(S(=O)(=O)NNC(=O)CSc2ncnc3scc(C)c23)cc1	-1.5
COC(=O)c1cc(S(=O)(=O)Nc2cccc(-c3cnco3)c2)oc1C	1.6
CCC(C)[C@H](N)c1nnc(SC)o1 (stereo partly drawn)	0.32
Cc1cc(-c2ccccc2)nc2oc(C(=O)N/N=C/c3ccc(Cl)cc3Cl)c(N)c12	0.42
O=[N+]([O-])c1cnc(Sc2nc3cc(Cl)ccc3s2)s1	-1.5
Cn1c2ccccc2n2c3ccccc3c(=S)c(C#N)c12	-0.71
CC1(C)ONC(=O)N(CCc2cccs2)C1=O	-0.23
CC1CCC(C(=O)Oc2ccc(Br)cc2)CC1 (stereo not drawn)	-1.1
O=C1CSC(c2ccc3c(c2)OCO3)N1c1ccc(Br)cc1 (stereo not drawn)	-1
CN(/N=C/C=N/Nc1ccccc1)c1ccccc1[N+](=O)[O-]	0.25
COCCOC(=O)C1=C(C)NC2=C(C(=O)CC(C)(C)C2)C1c1ccccn1 (stereo not drawn)	1.5
COCCCN1C(=O)CS/C1=N\N=C\c1ccc(Cl)c(Cl)c1	-0.64

Looked up above.
In Dicer inh, Clc1ccc(C2=Nn3c(nnc3-c3cccnc3)SC2)cc1 shows -0.73
In Dicer inh, COC(=O)C(O)(c1ccc(N(C)C(=O)Nc2ccc3ccccc3c2)cc1)C(F)(F)F (stereo not drawn) shows -0.18
In Dicer inh, CCC(C)[C@H](N)c1nnc(SC)o1 (stereo partly drawn) shows 0.32
In Dicer inh, Cn1c2ccccc2n2c3ccccc3c(=S)c(C#N)c12 shows -0.71
In Dicer inh, O=C1CSC(c2ccc3c(c2)OCO3)N1c1ccc(Br)cc1 (stereo not drawn) shows -1
In Dicer inh, Cc1nnc(Sc2c(-c3ccccc3)c3ccc(Cl)cc3[nH]c2=O)s1 shows -1.6
In Dicer inh, CCS(=O)(=O)c1ccc(O)c(NC(=O)c2nccnc2C(=O)O)c1 shows 1

(continued)
SMILES	Dicer inh
CCCCc1c(C)c(C#N)c2nc3ccccc3n2c1N1CCN(CCO)CC1	2.5
CCOC(=O)CSc1ccc(C(=O)N(Cc2ccc3c(c2)OCO3)c2ccc(F)cc2)cc1[N+](=O)[O-]	-0.81
c1ccc(Nc2ccc(-c3ccccc3)nn2)cc1	-0.19
CC1CC2(CC(C)(c3csc(Nc4ccccc4)n3)OC2=O)C(=O)O1 (stereo not drawn)	4.9*
COc1cc(C2/C(=C(/O)c3ccc(Cl)cc3)C(=O)C(=O)N2CC(C)C)ccc1O (stereo not drawn)	-1.2
CC(C)(C)NC(=O)Nc1ccc2ccccc2c1	1.1
CCCCc1ccc(NC(=O)NCc2csc3ccccc23)c(C)c1	0.33
COc1ccc(-c2nnc(SCc3ccc(Cl)cc3)o2)c(OC)c1	0.54
N#CCCc1cccc(OCc2ccccc2)c1OCc1ccccc1	-0.24
Cc1cc(C(F)F)n2nc(C(=O)Nc3ccc(F)c(Cl)c3)nc2n1	2.6
CN(C)NC(=S)Nc1cccc(Cl)c1Cl	1.1
COc1ccc(-c2cc(C(F)(F)F)n3nc(N)nc3n2)cc1OC	5.5*

Part of the list above, reformatted:
COCCOC(=O)C1=C(C)NC2=C(C(=O)CC(c3cccs3)C2)C1c1ccc(F)cc1 (stereo not drawn)
  Dicer inh: 0.04

CCOc1ccc2nc(NC3=NCN(CC4CCCO4)CN3)nc(C)c2c1 (stereo not drawn)
  Dicer inh: -0.19

CC(=O)Oc1ccc2oc(C)c(C(=O)O)c2c1
  Dicer inh: 0.72

CCS(=O)(=O)c1ccc(O)c(NC(=O)c2nccnc2C(=O)O)c1
  Dicer inh: 1

Next section
SMILES	Dicer inh
COCc1cc(OC(C)C)nc(-c2cccc(C)c2)n1	1.8
FC(F)(F)c1cnc(/N=C/N2CCCCC2)c(Cl)c1	-0.35
COCCCNC(=O)c1nc2ccccc2c(=O)n1NC(=O)C(Cl)(Cl)Cl	0.13
C#Cc1cccc(NC(=S)NNC(=S)Nc2cccc(C#C)c2)c1	8.9*
CC1=C(C(=O)OCC(C)C)C(c2ccc3c(c2)OCO3)C2=C(CC(c3ccccc3)CC2=O)N1 (stereo not drawn)	0.61
CCCOCCOC(=O)C1=C(C)NC2=C(C(=O)CCC2)C1c1ccc(F)c(F)c1 (stereo not drawn)	2
Cc1ccc(N2C(=O)C3CN=NC3(C)C2=O)cc1 (stereo not drawn)	1.8
N/C(=N\OC(=O)Nc1ccc(Cl)cc1)c1ncc([N+](=O)[O-])s1	-2.5
COC(=O)C1C2C=CC3(CN(C(C)c4ccccc4)C(=O)C13)O2 (stereo not drawn)	1
O=C(Oc1ccc2ccccc2c1)c1ccccc1O	0.6
COc1cc(C2c3c(oc4ccc(Cl)cc4c3=O)C(=O)N2Cc2ccccc2)ccc1O (stereo not drawn)	1.5
CCn1c2ccccc2c2nnc(SCC(=O)Nc3nnc(C(C)C)s3)nc21	1.2
CSc1nc(C)nc(Sc2ccccn2)c1C#N	-1.4
CC(C)(C)n1c(-c2ccncc2)n[nH]c1=S	-0.21
Cc1ccc(N=C2CSc3nnc(-c4cccnc4)n3N2)cc1	0.53
CCNc1nc(SCC(=O)NC(=O)Nc2ccccc2)nc2sc3c(c12)CCN(C)C3	2
COc1ccc(C2C(C#N)=C(N)Oc3c2ccc2ccccc32)cc1OC (stereo not drawn)	-0.11
COc1ccc(C=NCCNc2nccc(C(F)(F)F)n2)cc1OC	-1.2
COC(=O)c1scc(C)c1S(=O)(=O)Nc1ccc(C)cc1	0.15
N#Cc1c(-c2ccc(Cl)cc2)nc(Nc2ccc(Cl)cc2)[nH]c1=O	1.1
COc1cc(NC(=S)N(C)C)cc(OC)c1	0.37
COC(=O)c1ccc(S(=O)(=O)NNc2ncnc3cc(C(C)(C)C)sc23)n1C	2.8
Cc1noc(C)c1C(=O)Oc1ccc(-c2csnn2)cc1	-1.3
Cc1ncc(CCCCN(C)C)c2c1[nH]c1ccccc12	7.7*
CC(C)(C)c1ccc(C(=O)O/N=C(\Cn2nnc(N3CCCC3)n2)c2ccc(Cl)cc2)cc1	-0.08
COc1ccc(C2/C(=C(\O)c3ccc(F)cc3)C(=O)C(=O)N2c2nnc(C)s2)cc1OC (stereo not drawn)	1.7
Cc1nc2sc3c(N4CCOCC4)ncnc3c2c2c1COC(C)(C)C2	1.9
O=C(OCC(O)CO)c1ccccc1Nc1ccnc2cc(Cl)ccc12 (stereo not drawn)	-0.92
Cc1c(C(=O)N2CCc3ccccc32)oc2c1C(=O)CC(C)(C)C2	-0.6
Cc1ccc(-c2csc(N)n2)c(C)c1	1.5
COC(=O)c1[nH]nc2c1C(=O)N(c1ccc(F)cc1)C2=O	2.2
CCOC(=O)CC(=O)CSc1nc(N)c2c3c(sc2n1)CCCC3	5.5*
CC(CN1CCOCC1)OC(=O)c1ccco1 (stereo not drawn)	0.25
COC(=O)Cc1cc(=O)n2[nH]c(C(F)(F)F)c(-c3ccc(OC)cc3)c2n1	1.2
CCn1c[n+](CC(O)COc2ccc(OC)cc2)c2ccccc21 (stereo not drawn)	-0.01
CC1C(O)CC(c2ccccc2)N(C)C1c1ccccc1 (stereo not drawn)	7.7
CCCCOc1ccc(C2c3c(oc4ccc(C)cc4c3=O)C(=O)N2CCCN2CCOCC2)cc1 (stereo not drawn)	-0.08
CCCCn1c(SCC(=O)c2ccccc2)nc2c1c(=O)[nH]c(=O)n2C	-0.38
COc1cc(NC(=O)c2ccc(Cl)cc2)nc(OC)n1	-0.16
CC(C)(C)c1ccc(-c2nc3cc(Cl)ccc3c(=O)o2)cc1	-0.57
Cc1ccc(Nc2cc(=O)[nH]n2C)cc1Cl	1.5
Cc1[nH]nc2c1C(c1ccccc1Cl)C(C#N)=C(N)O2 (stereo not drawn)	-1
COc1ccc(Nc2nc(N)nc(N)c2S(=O)(=O)c2ccccc2)cc1	0.36
Cn1ncc(-c2nc(-c3ccc(Cl)cc3)cs2)c1N	1.2
Cn1cnc2c(cnn2-c2ccccc2)c1=O	0.74
Cn1c2c(c3ccccc31)C(=O)C(Cn1ccnc1)CC2 (stereo not drawn)	0.1
CCOC(=O)c1cnc2ccc(OC)cc2c1Cl	-0.1
CCOC(=O)C(c1ccccc1)C(Nc1ccccc1)c1ccccn1 (stereo not drawn)	2.7
C=CCN(c1ccccc1C(=O)NCC(=O)O)S(=O)(=O)c1ccccc1C	-1.1
CS/C(N)=N/C(=S)Nc1cc(Cl)ccc1C	0.24
O=C1C2C3c4ccccc4C(C(=O)O)(c4ccccc43)C2C(=O)N1c1ccc(Br)cc1 (stereo not drawn)	2.3
CCc1ccc(CN2CCC(N3CCCC(C)C3)CC2)cc1 (stereo not drawn)	0.61
Cc1nc(C23CC4CC(CC(C4)C2)C3)[nH]c(=O)c1Cl	-0.62
CCn1c(SCC(=O)c2c(C)[nH]c3ccccc23)nnc1-c1ccco1	2.6
CCOC(=O)c1cnc2cc(C)nn2c1C	0.46
Cc1onc(-c2c(Cl)cccc2Cl)c1NC(=O)NNc1ccccn1	-0.35
COc1nc(NC(=O)NS(=O)(=O)c2ccccc2C(F)(F)F)nc(C23CC4CC(CC(C4)C2)C3)n1	-0.58
S=c1[nH]c(-c2ccccc2)c(-c2ccccc2)[nH]1	-0.42
Cc1cc(-n2cnc(-c3cnoc3C)n2)no1	0
Cc1ccc2oc3c(c(=O)c2c1)C(c1cccc(O)c1)N(Cc1ccccc1)C3=O (stereo not drawn)	1.1

Taken from above for reference:
SMILES	Dicer inh
COc1nc(NC(=O)NS(=O)(=O)c2ccccc2C(F)(F)F)nc(C23CC4CC(CC(C4)C2)C3)n1	-0.58
S=c1[nH]c(-c2ccccc2)c(-c2ccccc2)[nH]1	-0.42
Cc1cc(-n2cnc(-c3cnoc3C)n2)no1	0
Cc1ccc2oc3c(c(=O)c2c1)C(c1cccc(O)c1)N(Cc1ccccc1)C3=O (stereo not drawn)	1.1

Following part.
SMILES	Dicer inh
Cc1sc2nc(SCC(=O)N3CCOCC3)[nH]c(=O)c2c1C	0.1
Cc1cc(C)c(Nc2n[nH]c(=S)s2)cc1C	-0.56
Cc1ccc(Cl)cc1N1C(=O)CCC(C)(C)C1=O	3.3*
CCOC(=O)c1c(NC(=O)Nc2cc(OC)ccc2Cl)sc2c1CCN(C)C2	3.4*
c1ccc2c(c1)nc1n2CN(C2CCCCC2)CN1	2.7
Nc1nonc1-c1nc2ccccc2n1Cc1c(F)cccc1Cl	0.37
COC(=O)c1cnn(-c2ccc(F)cc2F)c1/C=N/NC(=S)Nc1ccc(Cl)cc1	1.7
Clc1ccc(-c2nc3ccccc3s2)cc1	2.3
CC(C)(C)SC(=S)SCC(=O)c1ccc([N+](=O)[O-])cc1	-1.5
CCC(C)N1CC23C=CC(O2)C(C(=O)OC)C3C1=O (stereo not drawn)	-0.73
Cn1c(N)c(Sc2nnnn2-c2ccccc2)c(=O)[nH]c1=O	-0.62
